Source: PubChem (several laboratories)
Furin inh: inhibitors of human furin | inhibition, % at 30 µM | 0.061% of 220,000 active | purified furin, fluorogenic substrate cleavage; in the data active = inhibition above about 25%; also: inactives centre near -15
hK5 inh: blocks human kallikrein 5 protease activity. AID 873. 0.59% of 210,000 active. recombinant hK5, fluorogenic AMC substrate cleavage. inhibition, % at 5 µM;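 active = inhibition of 40% or more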;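 also: 0% = enzyme controls without compound and 100% = no-enzyme blanks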
Rad51 HR inh: blocks human Rad51 in homologous recombination; 0.085% of 200,000 active; inhibition, % at 10 µM; AID 1385; hRad51 DNA strand exchange, fluorescence dequenching; Q06609;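 active = inhibition above 40% at the single screening dose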;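 also: 0% = DMSO control wells and 100% = blanks with heterologous ssDNA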
Target sequence (Q06609 whole entry, looked up): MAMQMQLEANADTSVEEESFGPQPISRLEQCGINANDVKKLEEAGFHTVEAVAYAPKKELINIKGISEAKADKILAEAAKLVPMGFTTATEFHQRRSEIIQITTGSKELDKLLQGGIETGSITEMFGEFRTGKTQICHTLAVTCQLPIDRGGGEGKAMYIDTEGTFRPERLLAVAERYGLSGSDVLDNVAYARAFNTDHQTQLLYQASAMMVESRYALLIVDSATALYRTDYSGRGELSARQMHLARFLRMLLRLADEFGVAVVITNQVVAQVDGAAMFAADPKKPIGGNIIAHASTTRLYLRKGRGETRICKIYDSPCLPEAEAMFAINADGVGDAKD
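Read-out basis: percent inhibition relative to plate controls and blanks / Assay system: human Rad51 nucleoprotein filaments preassembled on unlabelled ssDNA / Timing: filaments 15 min 37 °C, then compound 30 min / Control set: per-plate controls and blanks / Technique: fluorescence dequenching at 485/520 nm / Compound: 10 µM final, single point / Also added: Fluorescein- and BHQ1-tagged 47-mer duplex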
Calpain2 inh: calpain II (pig) inhibition; purified calpain II, fluorogenic peptide substrate, 30 min; inhibition, % at 16 µM; 0.37% of 220,000 active;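 active = inhibition above about 50%, limit read from the data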
FXIa inh: inhibitors of human coagulation factor XIa. inhibition, % at 5 µM. 0.14% of 220,000 active. purified FXIa, Boc-Glu-Ala-Arg-AMC fluorogenic substrate;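 active = inhibition of at least 40%; inactive = inhibition below 40%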;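 also: fluorescence of freed AMC excited at 355 nm; 0% = enzyme without compound and 100% = no enzyme blank; many of its hits are not listed in these tables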
Thrombin inh: blocks human thrombin protease activity | alpha-thrombin, Boc-VPR-AMC fluorogenic substrate cleavage | inhibition, % at 5 µM | 0.26% of 220,000 active | AID 1046;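 active = inhibition at or above 40%; inactive = inhibition below 40%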;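 also: 0% = enzyme with no compound and 100% = wells without enzyme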
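Test system: human alpha-thrombin; medium: pH 7.5 Tris-saline with Tween 20; times: reaction at room temperature; signal: AMC fluorescence at 355 nm excitation and 460 nm emission; also added: Boc-VPR-AMC substrate, 15 µM final; dosing: one concentration per compound, 5 µM, with 0.2% DMSO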
PERK inh: inhibitors of human PERK kinase. CHO PERK-DD fusion, SEAP luminescence translation reporter. AID 1416. inhibition, % at 5.6 µM. Q9NZJ5. 0.17% of 220,000 active;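 active = inhibition above the mean inhibition of all tested compounds plus 3 SD, set separately per screening campaign, cut at about 2.9% in these data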;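 also: PERK kinase domain activated by AP20187 dimerizer at 100 nM; 0% = DMSO with dimerizer and 100% = rapamycin at 8.4 µM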
FXIIa inh: inhibitors of human coagulation factor XIIa | purified FXIIa, Boc-QGR-AMC fluorogenic substrate, 2 h | inhibition, % at 5 µM | 0.3% of 220,000 active | AID 800; in the data active = inhibition above about 40%;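 also: 0% = enzyme with no compound and 100% = blank without enzyme; many of its hits are not listed in these tables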
Target sequence (P00748 20-372 limits assumed): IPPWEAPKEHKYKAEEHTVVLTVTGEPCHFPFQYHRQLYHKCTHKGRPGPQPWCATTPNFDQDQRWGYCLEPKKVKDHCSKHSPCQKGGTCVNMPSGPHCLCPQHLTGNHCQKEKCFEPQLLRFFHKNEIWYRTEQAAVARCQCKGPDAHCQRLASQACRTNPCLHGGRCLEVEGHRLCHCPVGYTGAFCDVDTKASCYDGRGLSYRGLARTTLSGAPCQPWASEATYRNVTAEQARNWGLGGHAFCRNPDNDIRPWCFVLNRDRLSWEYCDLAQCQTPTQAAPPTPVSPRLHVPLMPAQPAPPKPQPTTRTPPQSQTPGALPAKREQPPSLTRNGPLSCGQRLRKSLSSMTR
Target sequence (P00748 373-615 limits assumed): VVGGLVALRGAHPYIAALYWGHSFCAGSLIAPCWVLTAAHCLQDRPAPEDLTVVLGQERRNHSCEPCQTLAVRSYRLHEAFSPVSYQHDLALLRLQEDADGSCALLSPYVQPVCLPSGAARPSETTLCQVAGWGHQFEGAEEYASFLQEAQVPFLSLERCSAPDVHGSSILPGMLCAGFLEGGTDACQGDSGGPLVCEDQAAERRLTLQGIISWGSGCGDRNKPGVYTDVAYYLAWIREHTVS
Cl transport mod: KCC2 (human) Cl- transport modulation. KCC2 cells, thallium flux FluoZin-2 fluorescence. B-score of Tl+ flux slope (higher = more flux/activation; lower = inhibition) at 10 µM. 2.2% of 190,000 active;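 active = thallium flux slope and its plate-corrected score both differing from the plate sample mean at a set confidence after two filtering rounds, in either direction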;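 also: slope of fluorescence scaled to starting intensity during 10 to 20 s after thallium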
* marks the source's active call; other numbers are inactive results; i = inactive; · = not tested or not shown; [ ] = dose if it differs, or a comment. Only part of the results is shown; the hit share may differ from the screen's.

Furin inh	hK5 inh	Rad51 HR inh	Calpain2 inh	FXIa inh	Thrombin inh	PERK inh	FXIIa inh	Cl transport mod	canonical_smiles
-11[20 µM]	-10	1	6	3	-13	-0.8	7	0.55	CCCc1cc(=O)[nH]c(SCC(=O)N2CCC(C(=O)OCC)CC2)n1
-19[20 µM]	-14	·	35	-9	-3	-0.2	9	-0.65	Cc1c(Br)cc(C(=O)N2CCCCCC2)c(C)c1C
-7[20 µM]	4	-4	-8	2	4	0.5	17	0.22	CCOc1ccc(S(=O)(=O)n2cc(-c3ccccc3)c(N)n2)cc1
-19[20 µM]	-21	0	-49	2	-4	1.0	12	-0.57	CCCOc1ccc(N2C(=O)CC(N3CCC(c4nncn4CC)CC3)C2=O)cc1 (stereo not drawn)
-19	0	3	-9	-2	-3	-0.2	11	0.72	C=CCNC(=O)/C(=C\c1ccc(Br)cc1)NC(=O)c1ccccc1OC
-19	0	-1	-7	-3	-7	-0.4	5	-0.032	O=C(c1ccccc1)N(Cc1nc2ccccc2c(=O)[nH]1)C1CCCCC1
-16[20 µM]	-32	-4	-43	4	-2	0.5	14	0.095	Cn1c(SCc2ccccc2Cl)nc(C(F)(F)F)cc1=O
-30	2	-3	-13	14	3	1.7	8	0.63	Cc1ccsc1/C=N/NC(=O)C1C(=O)NCC1c1ccccc1 (stereo not drawn)
-12	-1	·	-21	-1	-5	-0.2	4	2.2	COc1ccc(/C=C(/NC(=O)/C=C/c2ccccc2)C(=O)NCCCCCC(=O)O)cc1
-20[20 µM]	-4	2	-48	0	-8	1.1	2	-1.1	CCn1c(CC(=O)Nc2cccc(OC)c2)nnc1SCC(=O)N1CCN(c2ccccc2)CC1
8[20 µM]	16	3	4	5	3	0.9	16	2	O=C(CSCCSCC(=O)c1ccco1)c1ccco1
-11	-4	7	-15	-7	-7	-0.3	7	0.68	COCCNC(=O)C(c1ccccc1F)N(C(=O)C(=O)NC1CCCC1)C1CCCCC1 (stereo not drawn)
-28	-4	7	2	1	-7	0.5	1	0.81	CC(C)C(NC(=O)c1ccc(F)cc1)C(=O)Nc1cccnc1 (stereo not drawn)
-16[20 µM]	-10	-7	-7	2	2	0.8	15	·	CCn1c(SCC(=O)NNC(=O)c2ccccc2)nnc1-c1ccncc1
-9	0	-17	10	-2	-3	-0.1	6	-0.024	COc1ccc(CNC(=O)C2CCCN2C)cc1OC (stereo not drawn)
-6	24	-4	-4	-12	-10	-0.3	5	-1.1	CC(C)NC(=O)N(Cc1ccc(Cl)cc1)Cc1cccs1
-11[20 µM]	-2	12	-3	19	-1	1.1	29	-0.39	Cn1c(CNC(=O)c2ccccc2)nnc1SCC(=O)N1CCN(c2ccccc2)CC1
-36	·	7	17	-1	0	0.5	6	-0.58	CC(C)CN1CCN(Cc2cccn2-c2ccccn2)CC1CCO (stereo not drawn)
-5[20 µM]	·	11	·	·	·	0.7	·	-0.73	Cc1ccc(C(=O)N2CCN(c3ncnc4c3cnn4-c3ccccc3)CC2)cc1
-10	-4	-8	-18	2	4	-1.4	12	-3.8	COc1ccc(/C=C/C(=O)c2c(O)c(OC)c3occc3c2OC)cc1
-15[20 µM]	-14	7	-430	-1	2	0.3	13	-1	OC1CN=C2CCCc3c2n(c2ccc(Cl)cc32)C1 (stereo not drawn)
-6[20 µM]	-3	4	-5	4	-3	-0.4	4	-0.16	CCOC(=O)/C(C#N)=C/c1cc(C)n(-c2ccc(C)cc2)c1C
-12	-4	-8	-12	9	0	1.1	1	0.74	NC1=NC(=O)/C(=C/c2cn(CCC(=O)O)nc2-c2ccc(Cl)cc2)S1
-15[20 µM]	-8	3	25	1	-11	1.1	11	·	c1ccc(CSc2snnc2-c2ccccc2)cc1
-18	-4	9	-35	-9	15	-0.2	3	0.63	CC(=O)c1cccc(N(C(=O)Cn2nnc3ccccc32)C(C(=O)NCC2CCCO2)c2ccc(N3CCOCC3)cc2)c1 (stereo not drawn)
-30	4	-2	10	-1	3	0.8	12	0.63	O=c1[nH]c(=O)n(CCO)c2nnn(Cc3ccccc3)c12
-7	33	2	16	34	5	1.4	40	0.75	CC(=O)c1cccc(NC(=O)N2C3CCC2CC(NC(=O)C2CC2)C3)c1 (stereo not drawn)
1[20 µM]	-1	-7	10	0	5	0.5	16	-4.4*	Oc1ccc(-c2csc(-c3ccccc3)n2)cc1O
-23[20 µM]	-12	·	-7	11	3	1.5	15	-1.8	CCOc1nc(C)nc(NC(=O)NS(=O)(=O)c2ccccc2Cl)n1
-12	-2	-6	-45	-2	0	-0.9	5	-1.7	Cc1ccc(Nc2nnc(SCC(=O)NC(Cc3c[nH]c4ccccc34)C(=O)O)s2)cc1 (stereo not drawn)

Two compounds from above with just Cl transport mod:
molecule	Cl transport mod
Oc1ccc(-c2csc(-c3ccccc3)n2)cc1O	-4.4*
Cn1c(CNC(=O)c2ccccc2)nnc1SCC(=O)N1CCN(c2ccccc2)CC1	-0.39

Later entries.
Furin inh	hK5 inh	Rad51 HR inh	Calpain2 inh	FXIa inh	Thrombin inh	PERK inh	FXIIa inh	Cl transport mod	canonical_smiles
-16	0	3	16	-5	-10	-0.3	4	-0.0043	O=C(NCCCCCCNC(=O)c1cccs1)c1cccs1
-13	-90	3	-9	-2	-8	-1.4	3	0.74	CC1CCN(CCCCOc2ccccc2-c2ccccc2)CC1
-28	3	-2	4	2	2	·	6	0.65	O=C(Nc1ccccc1)c1cc([N+](=O)[O-])ccc1Cl
-20	4	-9	26	1	-6	0.4	11	-0.068	Cn1cnnc1Sc1nc([N+](=O)[O-])nn1C
-28	·	·	-5	-1	-2	0.1	6	1.1	COc1cc(CNc2ccc(S(N)(=O)=O)cc2)ccc1OCC(=O)NC1CCCCC1
-5	2	-8	14	14	5	0.5	20	·	Cc1ccccc1N1C(=O)C(Cl)=C(N2CCN(c3ccccc3)CC2)C1=O
7	28	2	26	2	-1	0.7	-1	0.45	O=C(Nc1ccc(O)cc1)/C(=C\c1cccs1)NC(=O)c1ccccc1
-15[20 µM]	-12	·	4	-5	-11	1.1	11	0.082	CCCCNC(=O)C(=O)NC(C)CCc1ccccc1 (stereo not drawn)
1	-9	15	4	0	2	0.7	6	1	CNc1c([N+](=O)[O-])cnn1-c1cccc(Cl)n1
-9	2	10	-24	6	1	1.8	16	-0.7	CN(C)C(=O)OCC1COc2ccccc2O1 (stereo not drawn)
-19[20 µM]	-7	0	12	7	1	-0.5	16	-0.025	Cc1cc(Cl)ccc1OCC(=O)N1CC(C)CC(C)C1 (stereo not drawn)
-1	-3	5	-57	-7	-6	0.0	5	0.017	O=C1Nc2ccc(S(=O)(=O)N3CCCC3C(=O)O)c3cccc1c23 (stereo not drawn)
-19	3	4	37	1	-5	0.1	5	0.38	CCN(CC)CCN(C(=O)c1ccc([N+](=O)[O-])cc1)c1nc2c(OC)cccc2s1
1[20 µM]	-8	-1	-3	0	-5	0.4	15	·	Nc1c(-c2cccs2)cnn1-c1nc(-c2ccc(F)cc2)cs1
-14	6	-4	-6	-4	-10	1.1	1	0.4	Cc1cc(C)c(C(=O)O)c(Cl)n1
-10[20 µM]	2	1	6	-18	-2	2.5	-3	0.99	COc1cc(OC)c(OC)cc1C=NCC1(c2ccccc2)CCCC1
-3	-8	-4	66*	-8	-2	-1.4	-7	-2.8	CCOC(=O)CCNC(=O)Nc1ccc2nc(C)n(Cc3cccc(Cl)c3)c(=O)c2c1
-24	-20	·	12	12	0	0.4	13	1	CCCCNC(=O)C1C2C=CC(C2)C1C(=O)O (stereo not drawn)
-10	-1	0	-13	-1	-5	0.9	2	-0.69	CCOC(=O)N1CCN(C(=O)CCc2c(C)nc3nc(C)nn3c2C)CC1
-12	-9	·	7	10	1	0.9	13	1.6	CCOc1ccc(-n2c(SCC(=O)N3CCc4ccccc43)nnc2-c2c[nH]c3ccccc23)cc1
-25	6	0	-12	6	3	-0.1	16	-1.1	CCn1c2ccccc2c2cc(NC(=O)c3ccco3)ccc21
-21	-3	3	29	-4	-12	0.1	4	0.024	Cc1ccc(NC(=O)c2csc3c2CCCC3)cc1
-23	-17	-5	-47	0	-2	-0.1	7	1.3	O=C(Nc1nc2ccc(SC(F)F)cc2s1)c1ccc(NS(=O)(=O)c2ccc(F)c(F)c2)cc1
-20	-6	-2	-24	-4	-1	1.0	1	0.13	O=C(C1CCC(=O)N1Cc1cccs1)N1CCOCC1 (stereo not drawn)
-18	·	·	-5	-3	-4	-0.1	3	·	O=C(c1ccco1)N1CCN(Cc2nc(-c3cccs3)no2)CC1
-31	-2	4	-58	6	-5	1.0	6	-0.45	CC(=O)N1CCN(c2ccc(NC(=O)c3ccc(OCc4ccccc4)cc3)cc2)CC1
-16[20 µM]	-3	-9	-4	8	-1	0.9	15	0.18	Cc1cccc2cc(C#N)c(SCC(=O)Nc3ccccc3N3CCOCC3)nc12
-10	3	·	-1	4	-3	0.8	6	-1.7	Cc1ccc(CC2C(=O)N(c3cc(Cl)ccn3)C(=O)C2C)cc1 (stereo not drawn)
-21	1	-19	-22	-1	-3	-0.1	5	0.79	Cc1ccc(C(=O)OCC(=O)Nc2ccc3[nH]c(=O)[nH]c3c2)cc1[N+](=O)[O-]
-22	7	-3	2	-4	2	-0.5	11	0.79	CCOc1ccccc1C1CC(c2cccs2)=NN1S(C)(=O)=O (stereo not drawn)
-19	-4	-3	-43	1	-8	0.7	11	-0.6	O=[N+]([O-])c1ccc(N2CCN(C(=S)Nc3ccccc3)CC2)cc1
-26	-2	-13	17	-12	-6	0.1	4	-0.029	Cc1cc(C(=O)CCl)c(C)n1-c1cccc([N+](=O)[O-])c1
-17[20 µM]	-4	4	-26	-5	-3	1.0	2	·	O=c1[nH]c2ccc(Cl)cc2c(O)c1-c1ccccc1
-24	-1	2	27	-11	-5	0.6	6	0.67	O=C(COC(=O)c1ccc(CNS(=O)(=O)c2ccc(F)c(Cl)c2)cc1)NCC1CCCCC1
-7	-13	·	13	3	4	0.0	17	-0.49	Cc1cccc(N2C(N)=NC(N)=NC23CCCCC3)c1
-9	1	2	11	2	-1	-0.9	3	-0.24	Cc1ccc(N2C(=O)CSC2c2cccnc2)c(Cl)c1 (stereo not drawn)
-25	-198	7	i	-6	-7	-0.8	-10	·	CC1(c2ccccn2)Nc2ccccc2-c2nc3ccccc3n21 (stereo not drawn)
-11	2	-6	-11	2	3	1.5	11	·	CCc1nc(SCC(=O)Nc2sc(C)c(C)c2C(=O)OC)c2ccccc2n1
-5	-15	-2	19	-5	0	0.2	-1	-0.036	Cn1ccc(NC(=O)Nc2cccc(C(F)(F)F)c2)n1
-25	-4	16	-23	-3	-4	0.4	3	-0.11	COc1ccc(-c2[nH]ncc2CN2C[C@@H]3CCC[C@H]2C3)c(F)c1
-20[20 µM]	0	-8	-22	-3	-3	1.6	-4	0.95	CC(C)(C)S(=O)c1cccs1 (stereo not drawn)

3 entries already listed, arranged by their value in FXIa inh, high to low.
Furin inh	hK5 inh	Rad51 HR inh	Calpain2 inh	FXIa inh	Thrombin inh	PERK inh	FXIIa inh	Cl transport mod	canonical_smiles
-5	2	-8	14	14	5	0.5	20	·	Cc1ccccc1N1C(=O)C(Cl)=C(N2CCN(c3ccccc3)CC2)C1=O
-16[20 µM]	-3	-9	-4	8	-1	0.9	15	0.18	Cc1cccc2cc(C#N)c(SCC(=O)Nc3ccccc3N3CCOCC3)nc12
-3	-8	-4	66*	-8	-2	-1.4	-7	-2.8	CCOC(=O)CCNC(=O)Nc1ccc2nc(C)n(Cc3cccc(Cl)c3)c(=O)c2c1
